# Screening data deposited in PubChem BioAssay by several laboratories.
# TPT1 inhibitor – C. albicans TPT1 enzyme inhibition. recombinant caTPT1, FP RNA substrate dephosphorylation. inhibition, % at 5 µM. 300,000 compounds, 0.81% hits. AID 1962;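 active = inhibition above the mean of all tested compounds plus 3 SD, set per screening campaign, cut at about 24% in these data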;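 also: plate controls were DMSO alone for no effect and ferristatin control at 100 nM for full effect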
# PP5 primary – inhibitors of human protein phosphatase 5 (PP5) | purified PP5c, OMFP substrate fluorescence | inhibition, % at 6.7 µM | AID 1987 | P53041 | 320,000 compounds, 0.18% hits;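 active = inhibition above the campaign's mean inhibition across all tested compounds plus 3 SD, cut at about 9.5% in these data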;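 also: 0% = DMSO only and 100% = 100 µM cantharidin control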
# Target sequence (P53041 whole entry, looked up): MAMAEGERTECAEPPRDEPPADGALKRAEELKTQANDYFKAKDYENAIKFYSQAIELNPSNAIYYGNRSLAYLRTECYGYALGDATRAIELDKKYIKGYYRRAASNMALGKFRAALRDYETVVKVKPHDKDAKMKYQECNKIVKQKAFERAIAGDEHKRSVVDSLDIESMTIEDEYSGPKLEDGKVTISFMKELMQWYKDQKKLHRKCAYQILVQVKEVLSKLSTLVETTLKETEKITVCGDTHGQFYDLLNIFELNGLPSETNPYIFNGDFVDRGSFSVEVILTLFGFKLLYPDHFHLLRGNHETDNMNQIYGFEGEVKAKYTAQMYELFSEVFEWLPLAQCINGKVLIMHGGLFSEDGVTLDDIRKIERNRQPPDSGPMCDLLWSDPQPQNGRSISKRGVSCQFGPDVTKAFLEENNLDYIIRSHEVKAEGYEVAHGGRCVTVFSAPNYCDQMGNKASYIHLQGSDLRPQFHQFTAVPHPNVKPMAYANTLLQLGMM
# PREPL inh – inhibits the human prolyl oligopeptidase-like enzyme | Q4J6C6 | recombinant PREPL, fluorescence polarization activity-based probe | inhibition, % at 5.96 µM | 320,000 compounds, 0.68% hits | AID 2751; in the data active = inhibition above about 43%;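 also: 0% = enzyme with DMSO and 100% = wells lacking enzyme; many of its hits are not listed in these tables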
# LYPLA2 counter – blocks human lysophospholipase 2, a PME1 counter-screen; inhibition, % at 5.9 µM; 320,000 compounds, 0.38% hits; recombinant LYPLA2, FP-Rh probe fluorescence polarization;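 active = inhibition above the screen-wide mean plus 3 SD, limit set per campaign, cut at about 26% in these data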;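 also: 0% = LYPLA2 with DMSO and 100% = wells lacking LYPLA2 enzyme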
# Target sequence (O95372 whole entry, looked up): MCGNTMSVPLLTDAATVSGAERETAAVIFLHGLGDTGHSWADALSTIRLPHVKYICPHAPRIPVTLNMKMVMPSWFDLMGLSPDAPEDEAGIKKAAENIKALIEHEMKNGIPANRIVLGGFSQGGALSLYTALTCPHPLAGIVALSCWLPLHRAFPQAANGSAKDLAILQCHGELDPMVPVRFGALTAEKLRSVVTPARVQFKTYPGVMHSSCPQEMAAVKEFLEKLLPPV
# JMJD2C inh – human JMJD2C demethylase inhibition; inhibition, % at 2.35 µM; Q9H3R0; 330,000 compounds, 0.069% hits; GST-JMJD2C(1-420) H3K9me3 demethylation, DELFIA europium;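 active = more than half of a compound's replicate wells show inhibition beyond 50%, single wells judged on their own value; inconclusive = some, but no more than half, of replicates pass 50% inhibition; inactive = no replicate passes 50% inhibition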;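 also: signal counts dimethyl H3K9 product captured on neutravidin plate; 0% = median of DMSO wells and 100% = 0.3 times that DMSO median; strong numbers were not always called active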
# Efflux pump mplx – inhibitors of Candida antifungal efflux pumps expressed in yeast. inhibition, % at 10 µM. 330,000 compounds, 0.44% hits. S. cerevisiae Candida pump triplex, Nile Red efflux;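 active = plate passing quality check with inhibition over a set limit, or well fluorescence over plate mean plus 4 SD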;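 also: Nile Red retained in pooled yeast measured as flow cytometry median fluorescence; 0% = buffer negative control and 100% = Enniatin B positive control; higher means more Nile Red kept so more efflux inhibition; some compounds called inactive have numbers as strong as hits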
# Fh CTSL1 inh – blocks F. hepatica cathepsin L1 in PFM18AAP counter-screen; inhibition, % at 5.96 µM; 300,000 compounds, 0.49% hits; AID 1906; recombinant F. hepatica cathepsin L1, Z-Leu-Arg-MCA fluorescence;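 active = inhibition above the mean of all tested compounds plus 3 SD, set per screening campaign, cut at about 17% in these data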;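 also: 0% = plate median of test compound wells and 100% = 1 µM Z-Phe-Ala-diazomethylketone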
# PP1 counter – counter-screen for PP5 inhibitors: inhibitors of human PP1-alpha | P62136 | purified PP1alpha, OMFP fluorescence | inhibition, % at 6.7 µM | 320,000 compounds, 0.9% hits | AID 2235;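 active = inhibition above the mean inhibition of all tested compounds plus 3 SD, computed separately for each screening campaign, cut at about 15% in these data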
# Target sequence (P62136 whole entry, looked up): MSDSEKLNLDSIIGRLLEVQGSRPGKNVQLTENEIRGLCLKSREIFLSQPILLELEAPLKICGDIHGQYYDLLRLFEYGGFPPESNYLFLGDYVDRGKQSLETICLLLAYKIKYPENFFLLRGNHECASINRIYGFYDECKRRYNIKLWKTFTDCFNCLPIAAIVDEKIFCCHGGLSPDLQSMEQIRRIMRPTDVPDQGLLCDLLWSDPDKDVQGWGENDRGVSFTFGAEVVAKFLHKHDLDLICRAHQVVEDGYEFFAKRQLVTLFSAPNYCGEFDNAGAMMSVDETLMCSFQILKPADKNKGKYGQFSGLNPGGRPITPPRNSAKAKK
# HCV core dimer – blocks dimerization of HCV core protein; 300,000 compounds, 0.33% hits; inhibition, % at 5 µM; AID 1899; TR-FRET GST/Flag-core106 dimerization, 1536-well;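 active = inhibition above the mean of all tested compounds plus 3 SD, set per screening campaign, cut at about 45% in these data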
#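 Material: GST/Flag-tagged HCV core106 proteins. Incubation: 4 h, 22.5 °C incubation. Read-out basis: inhibition (%) from 671 over 617 nm ratio. Measured by: TR-FRET, excitation 340 nm, emission 617 and 671 nm.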
# * = called active by the depositor; ? = inconclusive; . = no result given.
molecule	TPT1 inhibitor	PP5 primary	PREPL inh	LYPLA2 counter	JMJD2C inh	Efflux pump mplx	Fh CTSL1 inh	PP1 counter	HCV core dimer
O=C(CCCC(=O)OCC(Cl)=C(Cl)Cl)Nc1cccc2ccccc12	-3	3.8	0	-6	11	0.1	-6	2	7
CC(=O)c1cc2c(cc1NC(=O)CSc1nc3ccccc3[nH]1)OCO2	-4	0.9	3	0	4	-0.1	-2	-2	3
COc1ccc(NC(=O)Cc2cccs2)c(OC)c1	-6	2.8	-2	7	7	-0.1	-2	-5	4
CC12CCC(C(=O)Nc3ccccc3)(C/C1=N\O)C2(C)C (stereo not given)	-2	0.7	1	-1	3	-0.1	-4	1	-1
Cc1ccsc1C(=O)N/N=C/c1ccc([N+](=O)[O-])cc1	-2	0.1	6	1	2	-0.2	3	0	-12
CC1(C)NC(=O)N(CC(=O)N2CCN(S(=O)(=O)c3ccccc3F)CC2)C1=O	.	-2.9	9	7	10	-0.1	.	-4	.
CCOCC(=O)Nc1ccc(S(=O)(=O)NCCc2ccccc2)cc1	-5	0.7	-21	-5	-20	-0.1	-6	-1	-4
CC(=O)ONC(=Nc1ccccc1)c1nonc1N	1	1.4	-6	-8	3	0.0	-34	-1	7
O=[N+]([O-])c1ccc(N2CCN(C(=S)Nc3ccc(F)cc3)CC2)cc1	1	3.2	-33	9	53	0.1	5	1	2
C=C(C)COc1ccc2oc(C)c(C(=O)OCCOC)c2c1	3	1.0	13	-2	-4	0.0	5	-4	-7
O=C(CNCc1ccc(F)cc1)Nc1ccccc1[N+](=O)[O-]	2	-1.9	-9	4	-16	0.0	2	4	1
C/C(CC(=O)Nc1ccccc1C(F)(F)F)=N\NC(=O)c1cnccn1	0	0.2	4	-3	3	0.1	-1	0	3

# Two entries from above in a different format:
# Every second line gives: TPT1 inhibitor | PP5 primary | PREPL inh | LYPLA2 counter | JMJD2C inh | Efflux pump mplx | Fh CTSL1 inh | PP1 counter | HCV core dimer
O=[N+]([O-])c1ccc(N2CCN(C(=S)Nc3ccc(F)cc3)CC2)cc1
  1 | 3.2 | -33 | 9 | 53 | 0.1 | 5 | 1 | 2
C=C(C)COc1ccc2oc(C)c(C(=O)OCCOC)c2c1
  3 | 1.0 | 13 | -2 | -4 | 0.0 | 5 | -4 | -7

# Remaining list, next part
molecule	TPT1 inhibitor	PP5 primary	PREPL inh	LYPLA2 counter	JMJD2C inh	Efflux pump mplx	Fh CTSL1 inh	PP1 counter	HCV core dimer
CC(C)(C)c1cc(Cc2ccccc2)[nH]n1	1	-0.4	2	-3	7	-0.1	-1	1	1
CC1CCN(c2c([N+](=O)[O-])nn(-c3ccc4c(c3)OCCO4)[n+]2[O-])CC1	1	3.3	12	-2	-1	-0.1	1	2	0
O=C(Nc1cc(C(F)(F)F)ccc1Cl)c1ccncc1	-1	2.1	1	5	-6	0.0	-3	2	-4
CC(=O)Nc1ccccc1NS(=O)(=O)c1ccc(Cl)cc1	0	3.2	2	-5	4	0.3	-3	-3	0
CSCCC(NS(=O)(=O)c1ccccc1F)C(=O)Nc1ccncc1 (stereo not given)	.	-1.2	13	4	0	-0.3	.	0	.
CCN(CC(=O)NC(C)C)C(=O)c1ccc(Cl)cc1	4	0.0	-11	1	-11	-0.1	-1	-3	2
O=C(CCCN1C(=O)/C(=C\c2cccs2)SC1=S)NNC(=O)c1ccncc1	-3	0.5	0	-2	-14	0.1	0	-3	-4
Cc1ccc([N+](=O)[O-])cc1/C=N/Nc1nnnn1-c1ccccc1	-3	1.4	3	-1	5	0.0	3	4	-4
Cc1ccc(OCCCC(=O)ON=C(N)c2ccccc2C)cc1	.	-2.1	0	0	-1	0.1	.	-6	.
CCCN(CC(=O)Nc1ccccc1C)C(=O)c1ccc(N2CCCC2)c([N+](=O)[O-])c1	2	0.5	3	4	24	0.0	-1	-2	5
O=C1C=C(NCc2ccc(Cl)cc2Cl)C2(CCCCC2)O1	3	0.1	19	2	0	-0.1	2	-1	10
Fc1ccc(Nc2ncnc3ccccc23)cc1	-4	1.4	-7	3	5	0.0	-1	0	-3
CSc1ccc(C(=S)N2CCN(Cc3ccccc3)CC2)cc1	-3	1.3	-32	8	3	0.1	0	-1	1
CN1CCOc2cc(S(=O)(=O)Nc3ccc(F)cc3)ccc21	-9	2.8	6	4	-13	-0.1	1	1	-7
Cc1cc(=O)oc2c(C)c(OC(C)C(=O)NC(Cc3c[nH]c4ccc(O)cc34)C(=O)O)ccc12 (stereo not given)	-3	1.8	-9	3	?	-0.1	3	-1	0
COC(=O)c1ccc(C2N=C(c3cccs3)CC(c3ccccc3O)N2)cc1 (stereo not given)	6	-0.6	13	-3	-15	0.0	0	-4	1
CC(=O)C1=C(C)N(CC2CC2)C(=O)N[C@H]1c1cccs1	6	2.5	-1	0	.	-0.1	3	1	-8
CCc1ccc(N2C(=O)c3cc(N4CCOCC4)c([N+](=O)[O-])cc3C2=O)cc1	-3	-0.2	5	-3	-1	-0.1	-4	0	-5
CCC(C)[C@H](NC(=O)Nc1ccc(S(N)(=O)=O)cc1)C(=O)OC (stereo not given in full)	2	-0.6	-6	7	6	0.0	-6	-4	-2
Cc1c(NC(=O)Nc2ccccc2)cccc1[N+](=O)[O-]	4	-0.1	0	8	-10	-0.1	12	-1	-7
Cc1ccc(SCC(=O)OC(C)C(=O)NC2(C#N)CCCCC2)cc1 (stereo not given)	-3	-0.7	8	-3	0	0.1	-3	-8	-1
CCOC(=O)N1CCC(N2Cc3cccc(C(=O)Nc4ccc(OCC)cc4)c3C2=O)CC1	-2	-0.8	17	-5	6	0.1	1	-3	7
COc1cc(C(=O)NCCOc2ccccc2C)c(Br)c(OC)c1OC	-2	0.9	15	6	4	-0.2	-1	-1	-2
CCCOc1ccc(N2CC(C(=O)Nc3ccccn3)CC2=O)cc1 (stereo not given)	2	-0.3	15	-6	-2	0.3	1	-4	0
O=C1N2CCSC2=NC1(Nc1ccccn1)C(F)(F)F (stereo not given)	0	-0.6	11	-5	4	0.1	-2	-1	4
O=C(Nc1ccccn1)c1ccc(Cl)c([N+](=O)[O-])c1	-5	-0.5	-7	-5	-21	0.1	-4	0	3
CCOC(=O)N1CCN(Cc2nc3cc(NC(=O)c4cccs4)ccc3n2CC)CC1	0	0.1	-9	-4	0	-0.1	4	6	0
COCCNC(=O)c1onc(CSc2ccncc2)c1C(=O)NCCOC	-2	3.3	-5	4	6	0.0	-4	3	-6
CCOC(=O)C1CCN(C(=O)CCc2ccc(S(=O)(=O)NCC(C)C)cc2)CC1	-2	-6.3	-3	-1	-25	-0.1	5	-12	-12
Cc1ccc(N2CCN(C(=O)c3cccs3)CC2)cc1C	3	1.3	23	3	-35	-0.3	2	-1	8
CCC(Sc1ncccc1C(=O)OCCN1CCCC1=O)C(=O)NCc1ccco1 (stereo not given)	-4	0.4	1	4	87	-0.1	7	-3	-2
O=C(CS(=O)(=O)Cc1ccccc1)Nc1ccccn1	-2	-0.7	2	3	-7	0.0	-6	-5	-1
CC12CN(Cc3ccccc3)CC(C)(CN(Cc3ccccc3)C1)C2=NO	-5	-0.3	16	-8	52	0.1	1	3	2
O=C1COc2ccc(C(=O)COC(=O)CCSc3ccc(Cl)cc3)cc2N1	-5	2.5	-4	2	16	0.3	-35	1	16
Cc1cccn2c(=O)c(C=O)c(Nc3ccccc3)nc12	-1	0.6	8	4	.	-0.4	-4	2	-7
CCn1c(SC/C=C/c2ccccc2)nnc1-c1cnccn1	5	0.2	12	8	-7	-0.1	8	-8	-1
Cc1cc(Cl)cc2c(N=Nc3ccccc3C(=O)O)c(O)[nH]c12	3	3.1	5	1	0	-0.1	1	-1	5
CC(CCC(=O)O)(c1ccc(O)cc1)c1ccc(O)cc1	.	-0.8	7	0	3	0.1	.	-5	.
CCc1ccc(NC(=S)N2CCCCCCC2)cc1	2	1.0	-1	5	-1	0.0	0	0	-1
NS(=O)(=O)c1cccc(NC(=O)CSc2ncc(C(F)(F)F)cc2Cl)c1	1	2.5	-13	0	3	0.1	0	-1	-9
CCOc1cc(Br)c(Br)c(C=Nc2ccc(NC(C)=O)cc2)c1O	-3	1.0	-1	3	4	0.2	-1	1	4
O=C(/C=C/c1cccc([N+](=O)[O-])c1)NCCSCc1cccc(Cl)c1	2	2.9	12	12	-8	-0.5	0	6	11
Cc1ccc(S(=O)(=O)N(C)CC(=O)NCC(c2ccco2)N(C)C)cc1 (stereo not given)	.	-0.3	9	7	-10	0.0	.	-3	.
COC(=O)Nc1ccccc1C(=O)N1CCCCC1	3	-0.9	-9	-4	0	0.1	0	-2	-2
C=CCn1nnnc1SCC(=O)Nc1cccc(OC)c1	-3	1.7	1	3	-8	0.0	-2	-3	-4
CCN1CCN(C(=O)c2cc3sccc3n2CC(=O)c2ccccc2)CC1	-9	3.4	20	-2	5	0.5	-1	1	-1
Cc1ccc(C)c(NC(=O)CSc2nnc(CCCCCNC(=O)OC(C)(C)C)o2)c1	-4	2.3	4	4	-3	-0.1	0	0	-8
Clc1ccc(-n2nnnc2-c2cnc3ccc(Cl)cc3c2-c2ccccc2)cc1	0	4.3	4	-3	11	0.4	2	1	6
Cc1ccc(-n2c(SCC3CCCCO3)nnc2-c2ccco2)cc1 (stereo not given)	1	1.3	-4	-6	-14	0.0	-2	3	5
COc1ccc(S(=O)(=O)N2CCCc3ccccc32)cc1OC	-5	0.8	25	-2	1	0.0	7	2	-2
Brc1ccc(-c2ccc(/C=N/Nc3nc4ccccc4[nH]3)o2)cc1	4	-5.1	21	-15	-6	0.0	15	7	-15
CCOC(=O)c1c(C)n(C)c2cc(Br)c(O)c(O)c12	-1	0.6	13	2	-3	0.5	-3	5	-5
CCn1ccnc1CN(C)Cc1nc(-c2ccc(C(=O)OC)cc2)no1	-1	2.1	7	9	-14	-0.2	5	1	-4
C[C@@H](NC(=O)OC(C)(C)C)C(=O)NCC1CCC(C(=O)N[C@@H](Cc2ccccc2)C(=O)O)CC1 (stereo not given in full)	-2	0.9	4	-2	-1	-0.1	-2	1	-4
O=C(CN1CCN(Cc2ccccc2)CC1)c1ccccc1	-1	0.5	11	-9	-10	0.0	0	-3	2
Oc1ccccc1CN1CCN(C(c2ccccc2)c2ccccc2)CC1	-7	1.3	-8	1	6	0.0	-5	-1	-8
Cc1csc(NC(=O)CCCC(=O)c2ccccc2)n1	-1	1.9	6	8	3	-0.1	-4	3	-14
COc1cc(C)ccc1OCCCOc1ccccc1Br	-1	-0.6	3	3	5	-0.1	0	-1	-5
Cn1c(CO)cnc1SCc1c(Cl)cccc1Cl	-2	0.5	-7	-1	-6	0.0	-2	1	-2
Cc1sc2ncnc(SCc3ccco3)c2c1C	4	2.2	6	1	-1	0.0	7	1	3

# Next section:
molecule	TPT1 inhibitor	PP5 primary	PREPL inh	LYPLA2 counter	JMJD2C inh	Efflux pump mplx	Fh CTSL1 inh	PP1 counter	HCV core dimer
COC(=O)CCNc1ccc2c(c1)OCCO2	-5	-1.5	26	8	6	0.0	7	0	-7
O=C(NCc1ccccn1)c1ccc2c(=O)n(CCc3ccccc3)c(=O)[nH]c2c1	-3	1.9	-15	6	-1	0.1	-4	-1	0
COc1cc(C(=O)Nc2ccc3nc(N4CCN(C)CC4)cc(C)c3c2)cc(OC)c1OC	1	4.0	16	-6	0	0.3	4	1	-2
CCOC(=O)c1oc2c(c1C)C(=O)CCC2	0	-0.9	3	11	2	6.7*	6	-1	-2

# These rows are one share of the data; the hit share may differ from the screen's.
